Screening data from PubChem BioAssay.
PfM18AAP inh: PfM18AAP enzyme inhibition. recombinant PfM18AAP, H-Glu-NHMec fluorogenic cleavage. inhibition, % at 7.35 µM. actives 1.2% (n = 290,000). AID 1822;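 active = inhibition above the campaign mean inhibition over all tested compounds plus 3 SD, cut at about 28% in these data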;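 note: 0% = plate median of test compound wells and 100% = 2 mM ZnCl2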
VIM-2 inh: blocks Pseudomonas aeruginosa VIM-2 metallo-beta-lactamase; purified VIM-2, nitrocefin hydrolysis, epi-absorbance fluorescence; inhibition, % at 5.6 µM; actives 0.89% (n = 290,000);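 active = inhibition above the mean of all tested compounds plus 3 SD, cutoff set per screening run, cut at about 7.5% in these data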;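 note: red hydrolysis product quenches plate fluorescence so inhibitors raise well fluorescence; 0% = enzyme with DMSO and 100% = DMSO without enzyme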
MEKK2 mut-MEK5: signal of MEK5 binding to mutant human MEKK2 PB1 domain | bead flow cytometry, Alexa488-MEK5 binding to MEKK2 mutant | percent response, % at 10 µM | actives 0.35% (n = 290,000); in the data active = percent response above about 24%, passing the limit was not always enough; note: inactives centre near 1; some results filed as inactive read as strong as hits
FID counter: displaces DNA intercalator in HCV helicase counter-screen. DNA fluorescent intercalator displacement, fluorescence. inhibition, % at 7.9 µM. actives 0.17% (n = 290,000). AID 1845; in the data active = inhibition above about 37%;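 note: 0% = vehicle and 100% = reference compound; higher means more ethidium bromide displaced from hairpin DNA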
IMP-1 inh: blocks Pseudomonas aeruginosa IMP-1 metallo-beta-lactamase; purified IMP-1, nitrocefin hydrolysis, epi-absorbance fluorescence; inhibition, % at 5.6 µM; actives 0.45% (n = 290,000);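 active = inhibition above the mean plus 3 SD of all compounds in the same screening run, cut at about 4.5% in these data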;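 note: 0% = IMP-1 with DMSO and 100% = DMSO wells lacking enzyme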
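system = purified recombinant IMP-1 beta-lactamase | amount = 0.2 nM IMP-1, as dispensed | medium = HEPES buffer pH 7.1 with ZnSO4 and Brij 35 | times = 25 °C, 15 min preincubation, 25 min reaction | detection = plate fluorescence quenching by hydrolysis product, ex 480/em 530 nm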
MEKK2 WT-MEK5: raises or lowers MEK5 binding to wildtype human MEKK2 PB1 domain; Q9Y2U5; actives 1.1% (n = 290,000); bead flow cytometry, Alexa488-MEK5 binding to MEKK2 WT; actives lie on both sides; binding response (% of control), % at 10 µM; in the data active = binding response below about 67% or above about 130%
NALP1 inh: NALP1 inhibition; S. cerevisiae NALP1/ASC/caspase-1 growth, X-gal OD620, 72 h; inhibition, % at 10 µM; actives 0.61% (n = 280,000); in the data active = inhibition mostly above about 24%, no sharp cut-off; inactive = mostly below about 32%; note: some compounds called inactive have numbers as strong as hits
UBC9 SUMO inh: blocks human SUMOylation mediated by UBC9; inhibition, % at 35 µM; P63279; AID 2006; actives 0.36% (n = 290,000); HTRF SUMOylation assay, SAE1/SAE2 + UBC9, in vitro; in the data active = inhibition above about 50%, passing the limit was not always enough; note: strong numbers were not always called active
Target sequence (P63279 whole entry, looked up): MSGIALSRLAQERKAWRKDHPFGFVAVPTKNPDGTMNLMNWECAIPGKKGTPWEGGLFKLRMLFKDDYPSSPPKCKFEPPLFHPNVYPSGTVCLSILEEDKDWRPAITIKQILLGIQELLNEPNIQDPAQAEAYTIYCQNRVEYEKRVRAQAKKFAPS
HCV NS3 hel inh: blocks Hepatitis C virus NS3 helicase unwinding. NS3 helicase DNA unwinding, Cy5 molecular beacon fluorescence. inhibition, % at 10.9 µM. actives 0.56% (n = 290,000). AID 1800;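 active = inhibition above the mean of all tested compounds plus 3 SD, set per campaign, cut at about 35% in these data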;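 note: 0% = DMSO wells and 100% = thioflavine S control wells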
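Compound dosing – single dose, 10.9 µM nominal final, DMSO 0.8% final · System – NS3 helicase fragment of HCV · Buffer or medium – MOPS pH 6.5, MgCl2, DTT, Tween20, BSA · Signal – Cy5 beacon fluorescence read at start and 1 h · Also added – annealed dual-labelled DNA beacon duplex, ATP-started · Schedule – 1 h at 25 °C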
Active calls of the source: *; · = not tested or not shown.

Field names: A = PfM18AAP inh; B = VIM-2 inh; C = MEKK2 mut-MEK5; D = FID counter; E = IMP-1 inh; F = MEKK2 WT-MEK5; G = NALP1 inh; H = UBC9 SUMO inh; I = HCV NS3 hel inh
canonical_smiles: Cc1cc(N2CCN(C)CC2)nc2ccc(NC(=O)c3ccccc3F)cc12
  A: 4	B: -3.8	C: 0	D: 34	E: -1.4	F: 102	G: 9	H: -4	I: -22

canonical_smiles: Cc1ccc(S(=O)(=O)N2CCN=C2SCc2ccc(Cl)c(Cl)c2)cc1
  A: -1	B: -2.2	C: 1	D: 0	E: -2.5	F: 98	G: 36	H: -18	I: -6

canonical_smiles: COc1ccccc1CC(=O)NCC1CCCO1 (stereo not drawn)
  A: ·	B: ·	C: -6	D: ·	E: ·	F: 97	G: 19	H: 13	I: ·

canonical_smiles: COc1ccc(CNCCSc2nnnn2C)cc1OC
  A: 0	B: -1.0	C: 1	D: -2	E: -3.6	F: 101	G: 53	H: 16	I: -1

canonical_smiles: CCOC(=O)CSc1nc(-c2ccc3c(c2)OCO3)ccc1C#N
  A: 2	B: -5.6	C: 9	D: -5	E: -2.6	F: 99	G: 12	H: 38	I: 5

canonical_smiles: CCCCC(=O)N/C(N)=N/c1nc2ccccc2o1
  A: 9	B: -4.8	C: -1	D: -5	E: -4.5	F: 105	G: 15	H: -14	I: 3

canonical_smiles: CCOc1ccc(NC(=O)CN2CCC(n3cnc4cc(F)ccc43)CC2)cc1
  A: -1	B: 0.0	C: -4	D: -8	E: -0.8	F: 102	G: 4	H: -17	I: -15

canonical_smiles: CCC(=O)N1c2ccccc2NC2=C(C(=O)CC(C)(C)C2)C1c1ccc(O)c(OC)c1 (stereo not drawn)
  A: -2	B: -0.9	C: 1	D: -5	E: 0.4	F: 102	G: 21	H: 8	I: -5

canonical_smiles: Cn1c(CNC(=O)CCNC(=O)c2ccc(F)c(F)c2)cc(=O)n(C)c1=O
  A: 6	B: -1.4	C: 0	D: -6	E: -1.9	F: 99	G: 17	H: 9	I: 1

canonical_smiles: CCOC(=O)Cc1csc(NC(=O)C2CCCN(S(=O)(=O)c3cnc[nH]3)C2)n1 (stereo not drawn)
  A: -13	B: -0.7	C: 1	D: -5	E: -3.4	F: 102	G: 1	H: 14	I: -2

(cont.)
Field names: A = PfM18AAP inh; B = VIM-2 inh; C = MEKK2 mut-MEK5; D = FID counter; E = IMP-1 inh; F = MEKK2 WT-MEK5; G = NALP1 inh; H = UBC9 SUMO inh; I = HCV NS3 hel inh
canonical_smiles: Cc1cc(C)nc(-n2nc(C)c3c(C(F)F)cc(C)nc32)n1
  A: 0	B: -1.1	C: 3	D: -5	E: -2.3	F: 108	G: 4	H: 7	I: 9

canonical_smiles: O=C(c1cc2ccccc2c(=O)o1)N1CCCC1
  A: -3	B: -0.1	C: -1	D: -3	E: -4.1	F: 103	G: 27	H: 6	I: 7

canonical_smiles: O=C(Cc1c[nH]c2ccccc12)NCc1ccc2c(c1)OCO2
  A: 8	B: -0.4	C: 0	D: 9	E: -1.0	F: 99	G: -3	H: -5	I: -4

canonical_smiles: Fc1ccc(C2c3cccn3CCN2C(=S)Nc2cccc(F)c2)cc1 (stereo not drawn)
  A: 2	B: 0.6	C: 0	D: -12	E: -1.7	F: 101	G: -2	H: 0	I: -9

canonical_smiles: O=C(O)c1cnn2cc(-c3[nH]ncc3[N+](=O)[O-])cnc12
  A: -3	B: 0.5	C: 2	D: 4	E: 0.3	F: 97	G: 23	H: 8	I: 1

canonical_smiles: CCOc1cc(C=O)ccc1OCCSc1ccc(Cl)cc1
  A: 7	B: -3.5	C: -3	D: -9	E: -3.8	F: 97	G: 19	H: -9	I: -1

canonical_smiles: CCOC(=O)c1c(C)[nH]c(C)c1S(=O)(=O)N(C)CC(=O)Nc1ccccc1OC
  A: -8	B: -1.1	C: -1	D: -44	E: 0.0	F: 96	G: 14	H: 7	I: 0

canonical_smiles: CC(=O)OC1CC(n2ccc(NC(=O)c3ccccc3)nc2=O)OC1CO (stereo not drawn)
  A: 11	B: -2.5	C: 3	D: -5	E: -2.1	F: 105	G: 17	H: 4	I: 0

canonical_smiles: COc1ccc(NC(=O)C(NC(=O)Cc2cccs2)c2ccc(C)cc2)cc1 (stereo not drawn)
  A: -8	B: -2.4	C: 12	D: 1	E: -3.0	F: 96	G: 18	H: -10	I: 5

canonical_smiles: CC(C)(C)n1nnnc1C(c1ccc(F)cc1)N1CCN(Cc2ccc3c(c2)OCO3)CC1 (stereo not drawn)
  A: -6	B: 0.1	C: -2	D: 7	E: -0.9	F: 95	G: 20	H: 6	I: -14

(cont.)
Field names: A = PfM18AAP inh; B = VIM-2 inh; C = MEKK2 mut-MEK5; D = FID counter; E = IMP-1 inh; F = MEKK2 WT-MEK5; G = NALP1 inh; H = UBC9 SUMO inh; I = HCV NS3 hel inh
canonical_smiles: COC(=O)COc1cc(C)cc2oc(=O)c(CC(=O)OC)c(C)c12
  A: -6	B: 1.4	C: 11	D: -10	E: -1.2	F: 101	G: 7	H: 28	I: -15

canonical_smiles: COc1cc(/C=N/N2C(=O)C3C4c5ccccc5C(c5ccccc54)C3C2=O)ccc1O (stereo not drawn)
  A: 7	B: -2.1	C: 4	D: -1	E: -0.9	F: 100	G: 13	H: -1	I: 4

canonical_smiles: C#CCSc1nc(Cc2ccc(Cl)cc2)nc2ccccc12
  A: 6	B: -3.0	C: -6	D: -3	E: -2.4	F: 93	G: 8	H: -17	I: 1

canonical_smiles: O=C(O)c1csc(-c2ccccc2)n1
  A: 3	B: -1.1	C: -11	D: 3	E: -4.0	F: 91	G: ·	H: 25	I: -5

canonical_smiles: Cc1ccc(S(=O)(=O)NC2(C(F)(F)F)NC(=O)N(c3ccccc3F)C2=O)cc1 (stereo not drawn)
  A: -7	B: 1.1	C: 0	D: -1	E: -1.8	F: 97	G: 3	H: 10	I: 6

canonical_smiles: COc1cc(OC)cc(C(=O)Nc2ncc3c(n2)CC(C)(C)CC3=O)c1
  A: 3	B: -1.0	C: 4	D: -17	E: -1.8	F: 102	G: 3	H: 3	I: 0

canonical_smiles: Cc1ccc(-c2cc(C(=O)N3CCOCC3)no2)cc1
  A: -6	B: -4.0	C: 1	D: -13	E: -2.5	F: 105	G: -12	H: -8	I: 10

canonical_smiles: CCN1C(=O)c2cccc3c(S(=O)(=O)NCCc4c[nH]c5ccccc45)ccc1c23
  A: 7	B: -3.1	C: 0	D: -12	E: -1.9	F: 98	G: 1	H: 29	I: 6

canonical_smiles: CCc1cc2c(CN3CCN(C)CC3)cc(=O)oc2cc1O
  A: 7	B: 16*	C: 2	D: 3	E: 1.1	F: 111	G: 8	H: 41	I: 0

canonical_smiles: CCC(C)c1ccc(N(C(=O)c2ccco2)C(C(=O)NC2CCCC2)c2cccnc2)cc1 (stereo not drawn)
  A: 4	B: -2.8	C: 0	D: -49	E: -5.8	F: 93	G: -19	H: -5	I: -2

(more compounds)
Field names: A = PfM18AAP inh; B = VIM-2 inh; C = MEKK2 mut-MEK5; D = FID counter; E = IMP-1 inh; F = MEKK2 WT-MEK5; G = NALP1 inh; H = UBC9 SUMO inh; I = HCV NS3 hel inh
canonical_smiles: COc1ccc(C(=O)NNC(=O)CSc2nnnn2-c2cc(OC)cc(OC)c2)cc1
  A: -5	B: -6.0	C: 6	D: -27	E: -5.4	F: 100	G: 5	H: 7	I: -1

canonical_smiles: Cc1cc(C)c(NC(=O)c2ccccc2N(C)S(C)(=O)=O)c(C)c1
  A: -4	B: -3.9	C: 4	D: -2	E: -4.5	F: 104	G: 1	H: 0	I: 1

canonical_smiles: COc1cc(S(=O)(=O)Nc2ccc(C)cc2)ccc1N=Cc1c(C)[nH]n(-c2ccc(C)cc2)c1=O
  A: 3	B: -6.0	C: 0	D: -5	E: -3.6	F: 110	G: 4	H: -15	I: -2

canonical_smiles: C/C(N)=C(/C#N)C(=O)COC(=O)c1ccc(OCC2CCCO2)cc1 (stereo not drawn)
  A: -10	B: -2.0	C: -8	D: -18	E: 0.0	F: 96	G: 14	H: 12	I: -1

canonical_smiles: CCn1cc(C(=O)Nc2nnc(C)s2)c(=O)c2cc(F)c(N3CCN(C(=O)c4ccco4)CC3)cc21
  A: -2	B: -0.3	C: ·	D: -7	E: -2.0	F: ·	G: ·	H: ·	I: 0

canonical_smiles: Cc1nnsc1-c1c(C(=O)O)c(C)nn1-c1ccc(OC(F)(F)F)cc1
  A: -4	B: -1.8	C: -3	D: -7	E: -0.7	F: 92	G: 19	H: 4	I: 10

canonical_smiles: Cc1cccc(C(=O)Nc2ccccc2C(=O)OCc2c(C)noc2C)c1
  A: -1	B: -1.6	C: -3	D: -1	E: -4.8	F: 96	G: -2	H: -15	I: 4

canonical_smiles: CCCn1cc(S(=O)(=O)c2ccc(C)cc2)c(=O)c2cc(OC)ccc21
  A: 8	B: -0.9	C: -1	D: -30	E: -1.0	F: 89	G: -4	H: 9	I: 10

canonical_smiles: CC(NS(=O)(=O)c1ccc(Br)cc1)C(=O)NCC1CCCO1 (stereo not drawn)
  A: 2	B: -4.8	C: 4	D: -6	E: -4.7	F: 100	G: -2	H: 7	I: 6

canonical_smiles: Cc1cccc(C(=O)Nc2nnc(Cc3ccccc3)s2)c1
  A: 6	B: -1.9	C: 6	D: -27	E: -1.8	F: 100	G: 18	H: 12	I: -3

Carrying on:
Field names: A = PfM18AAP inh; B = VIM-2 inh; C = MEKK2 mut-MEK5; D = FID counter; E = IMP-1 inh; F = MEKK2 WT-MEK5; G = NALP1 inh; H = UBC9 SUMO inh; I = HCV NS3 hel inh
canonical_smiles: CC(=O)N1CCN(Cc2nc3cc(NC(=O)c4ccccc4C)ccc3n2C)CC1
  A: 0	B: -4.6	C: 1	D: -10	E: -2.9	F: 104	G: -6	H: 0	I: 12

canonical_smiles: O=c1[nH]cn[nH]1
  A: 2	B: -0.6	C: 2	D: -1	E: -0.9	F: 100	G: -11	H: 10	I: 16

canonical_smiles: CCOC(=O)C1CCCN(c2c(Nc3ccc(C)c(C)c3)c(=O)c2=O)C1 (stereo not drawn)
  A: 4	B: -2.0	C: 10	D: -16	E: -2.8	F: 114	G: ·	H: 3	I: 4

canonical_smiles: Cc1ccccc1-c1nc(-c2ccccn2)no1
  A: -2	B: -2.3	C: -3	D: -7	E: -2.2	F: 99	G: 22	H: 17	I: -2

canonical_smiles: COc1ccc(N(CC(=O)N2CCN(c3ccc(Cl)cc3)CC2)S(=O)(=O)c2c(C)n[nH]c2C)cc1
  A: 8	B: -2.3	C: -1	D: -22	E: -2.6	F: 104	G: 4	H: 14	I: -16

canonical_smiles: COc1ccc(NS(=O)(=O)c2csc(C(N)=O)c2)cc1OC
  A: 8	B: -3.9	C: 9	D: -2	E: -1.4	F: 110	G: -21	H: 14	I: -7

canonical_smiles: Cc1nnc(SCC2=C(C(=O)O)N3C(=O)C(NC(=O)C(C)n4nc(C(F)(F)F)cc4C)C3SC2)s1 (stereo not drawn)
  A: 11	B: 1.1	C: -6	D: -39	E: 1.5	F: 95	G: 7	H: 6	I: 40*
